Tat export inh: E. coli Tat transport inhibition | inhibition, % at 10 µM | E. coli MC4100 TorA-mCherry Tat export, fluorescence | 340,000 tested, 0.036% active;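 active = mean replicate inhibition at least 50% and at least half of replicates individually reaching 50%; inconclusive = only one of the two criteria met; inactive = neither criterion met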;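 also: exported cargo escapes ClpAP degradation while cytoplasmic cargo is degraded and loses fluorescence; 0% = median of neutral control wells and 100% = median of NaSCN control wells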
MITF act: increases MITF-driven TRPM1 promoter luciferase signal; SK-MEL-5 TRPM1-promoter luciferase, 24 h; % of positive control, neutral wells = 0; AID 588334; 300,000 tested, 0.75% active; activation, % at 12.5 µM;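 active = mean activation of at least 80% with every replicate also reaching 80%; inconclusive = mean reaches 80% but some replicate falls short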;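 also: 0% = neutral control wells and 100% = parthenolide positive control wells; values of inactives mirror those of a sister screen read the other way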
CAL PDZ FP-1: blocks peptide binding to human CAL PDZ domain; 330,000 tested, 0.02% active; purified CAL PDZ, TMR-peptide fluorescence polarization, 1 h; inhibition, % at 20 µM; AID 504414;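 active = highest replicate inhibition of at least 40%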;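 also: plate controls were DMSO neutral control wells for no effect and unlabeled competitor peptide control wells for full effect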
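Material: tagged CAL PDZ protein CerCALP, purified; buffer or medium: sodium phosphate/NaCl buffer pH 7.4 with TCEP, IgG, Thesit; also added: fluorescent TMR peptide probe; schedule: 1 h incubation at room temperature before polarization reading; technique: fluorescence polarization from S- and P-plane intensities, G-factor corrected; control set: unlabelled peptide and DMSO controls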
cardiac RTF act: increases calcium sensitivity of human cardiac regulated thin filaments; P19429+P45379; IANBD-labeled TnC RTF fluorescence at EC20 calcium; 0% EC20 calcium, 100% full calcium; activation, % at 7.2 µM; 340,000 tested, 0.24% active; AID 493008;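 active = activation above the mean over all tested compounds plus 3 SD, cut at about 30% in these data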;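 also: rise in fluorescence read as greater calcium sensitivity of cardiac thin filaments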
Wnt bcat act: activates Wnt/beta-catenin signaling in a reporter cell assay; AID 743398; 300,000 tested, 1.2% active; activator, plate reader; activation, % at 9.35 µM; in the data active = activation above about 30%, passing the limit was not always enough; inconclusive = no clear call, values can overlap the other calls;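 also: 0% = neutral control wells and 100% = positive control wells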
CDK5 inh: inhibitors of human CDK5/p35 kinase | 330,000 tested, 0.01% active | Recombinant CDK5/p35, ADP-Glo luminescence, 60 min | inhibition, % at 10 µM | Q00535+Q15078;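 active = highest replicate inhibition of at least 50% and at least 75% of replicates reaching 50%; inconclusive = only one of the two criteria met; inactive = both criteria failed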;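 also: plate controls were DMSO neutral control for no effect and GW8510 at 10 µM for full effect; many of its hits are not listed in these tables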
CAL PDZ FP-2: inhibitors of human CAL PDZ peptide binding. Q9HD26. purified CAL PDZ, TMR-peptide fluorescence polarization, 1 h. inhibition, % at 24.9 µM. 300,000 tested, 0.92% active. AID 602252;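 active = mean inhibition of at least 30% with at least half of replicates also reaching 30%; inconclusive = no clear call, values can overlap the other calls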;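 also: 0% = DMSO neutral control and 100% = excess unlabeled competitor peptide PRC23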
V-ATPase pHluor: regulators of yeast V-ATPase proton transport | S. cerevisiae, pHLuorin cytosolic pH fluorescence | response, % at 10 µM | 350,000 tested, 0.37% active; in the data active = response mostly above about 7.3%, no sharp cut-off; inactive = mostly below about 5.4%; also: actives read high; inactives centre near 0; some compounds called inactive have numbers as strong as hits
Rtt109 HAT inh: blocks Candida albicans Rtt109/Vps75 acetyltransferase activity; Q5AAJ8; purified Rtt109/Vps75, ThioGlo CoA-SH fluorescence, 4 h; inhibition, % at 34.9 µM; 330,000 tested, 0.16% active; AID 540336;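 active = inhibition of at least 50% in every replicate; inconclusive = best replicate reaches 50% inhibition but some replicates fall short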
Target sequence (Q5AAJ8 whole entry, looked up): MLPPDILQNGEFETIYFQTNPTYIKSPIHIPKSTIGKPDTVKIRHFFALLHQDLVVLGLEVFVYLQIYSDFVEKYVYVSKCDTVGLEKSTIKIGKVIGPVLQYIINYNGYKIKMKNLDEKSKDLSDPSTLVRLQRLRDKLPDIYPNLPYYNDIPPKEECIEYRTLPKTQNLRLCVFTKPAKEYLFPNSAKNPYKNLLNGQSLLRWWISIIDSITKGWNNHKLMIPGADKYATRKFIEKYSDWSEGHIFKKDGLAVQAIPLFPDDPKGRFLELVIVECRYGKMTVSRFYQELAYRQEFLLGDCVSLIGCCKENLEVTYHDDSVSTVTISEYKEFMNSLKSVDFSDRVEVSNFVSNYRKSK
dFosB activator: mouse delta FosB homodimer activation. P13346. purified delta FosB, TAMRA-CDK5 oligo fluorescence polarization; percent of positive-control signal above neutral wells. activation, % at 25 µM. 340,000 tested, 0.99% active. AID 493131;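 active = mean activation above about 17%, with every replicate also reaching it, limit read from the data, passing the limit was not always enough; inconclusive = only one of the two conditions met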;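 also: fluorescence polarization rise as delta FosB binds a TAMRA Cdk5 AP-1 oligo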
Target sequence (P13346 whole entry, looked up): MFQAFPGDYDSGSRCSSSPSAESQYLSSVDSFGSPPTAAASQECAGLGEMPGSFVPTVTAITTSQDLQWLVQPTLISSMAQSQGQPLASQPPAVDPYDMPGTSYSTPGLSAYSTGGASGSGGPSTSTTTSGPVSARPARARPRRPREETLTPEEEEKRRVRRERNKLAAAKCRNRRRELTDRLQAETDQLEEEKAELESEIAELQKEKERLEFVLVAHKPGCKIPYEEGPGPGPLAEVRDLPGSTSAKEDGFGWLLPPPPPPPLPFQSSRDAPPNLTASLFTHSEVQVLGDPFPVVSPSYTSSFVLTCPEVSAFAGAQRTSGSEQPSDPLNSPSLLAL
Active calls of the source: *; ? = inconclusive; · = no result given. Rows are unselected. Share with any hit: about 4.1%.

SMILES | Tat export inh | MITF act | CAL PDZ FP-1 | cardiac RTF act | Wnt bcat act | CDK5 inh | CAL PDZ FP-2 | V-ATPase pHluor | Rtt109 HAT inh | dFosB activator
Cc1onc(-c2ccccc2Cl)c1C(=O)OCN1C(=O)c2ccccc2C1=O | -3 | -11 | -1.6 | 0 | · | 0.9 | -1 | -1 | 8 | -4
O=C1[C@H]2[C@@H](c3ccc(Cl)cc3)N3C(=O)N(c4cccc(F)c4)C(=O)[C@@]3(Cc3ccccc3)[C@H]2C(=O)N1C1CCCCC1 | -3 | -4 | -0.4 | -6 | -1 | -0.5 | -5 | 0 | 3 | 5
N/C(Cc1ccc(Cl)cc1Cl)=N\OC(=O)c1ccccc1 | -7 | 1 | -3.1 | 3 | -4 | -2.1 | -4 | -2 | -1 | -7
Nc1nnc(SCC(=O)OCC(=O)NC2CCCCC2)s1 | -4 | -9 | -1.0 | -3 | -1 | 0.9 | 2 | -1 | -9 | 11
CC1CCCC(C)N1C(=S)NCc1ccco1 (stereo not given) | 5 | -4 | -0.8 | 6 | -2 | -2.5 | -3 | 17 | -9 | -3
COCCn1c(SCC(=O)NCc2cccs2)nnc1-c1ccc(OC)cc1 | -3 | 2 | -0.9 | 0 | -1 | 0.9 | -3 | 4 | -7 | -2
CC(C)NC(=O)CCS(=O)(=O)c1cccc2nonc12 | 4 | · | -1.1 | 0 | -4 | -3.1 | 7 | -3 | -4 | 0
CC(C)(C)C(=O)Cn1c(=O)n(-c2ccc(F)cc2F)c(=O)c2sccc21 | 14 | -10 | -0.4 | 2 | -2 | -0.2 | -9 | 0 | -2 | 4
O=C(NC1=NCCS1)C1CCCCC1 | -10 | 6 | -0.8 | 2 | 0 | -0.9 | 0 | -1 | 3 | 2
CCn1nnc(-c2ccccc2NC(=O)c2cc(OC)cc(OC)c2)n1 | -1 | 2 | -2.8 | 1 | -1 | 2.7 | -2 | 1 | -1 | -20
O=C(NCCCN1CCCC1=O)c1nnc(Cc2c(F)cccc2Cl)o1 | 2 | 5 | -4.5 | 0 | · | 2.7 | -6 | -1 | -1 | -12
CCCCc1ccc(-c2nc(-c3ccncc3)no2)cc1 | -15 | 45 | · | 0 | 10 | 0.7 | -3 | -1 | 3 | -4
COc1cc(C)c(Br)cc1S(=O)(=O)N1CCCC1 | -2 | · | 0.5 | -1 | -1 | -0.9 | · | -4 | -3 | 1
CCN(CC)c1ccc(/C=N/Nc2nc3ccccc3[nH]2)c(O)c1 | -7 | -41 | 1.5 | 1 | · | 0.3 | -1 | 8 | -11 | 32*
O=C(NCC(=O)N1CCN(Cc2ccccc2)CC1)c1ccc(Br)o1 | -3 | 17 | -2.2 | -1 | 1 | 0.4 | -1 | 4 | -3 | 7
COc1ccc(N2C(=O)CC(NCc3ccc(F)cc3)C2=O)cc1 (stereo not given) | -1 | -7 | · | -3 | · | -0.5 | 3 | -2 | -1 | 6
CCOC(=O)C1=C(COC(=O)c2cccnc2SC)NC(=O)NC1C (stereo not given) | -5 | 10 | 0.6 | 1 | -2 | 0.8 | -1 | -1 | -3 | -6
Cc1ccccc1NC(=O)CSc1nc2n(n1)CCCCC2 | -7 | 5 | 0.3 | 5 | 5 | 0.1 | -4 | 0 | 0 | 1
O=C(CCC(=O)c1ccc(F)cc1)NC1CCCN(Cc2ccccc2F)C1 (stereo not given) | -5 | · | -0.9 | -6 | 1 | 0.3 | -2 | 0 | 9 | 1
O=C(c1cccc(-n2cccc2)c1)N1CCN(S(=O)(=O)c2ccccc2)CC1 | 2 | 5 | -1.9 | -10 | -5 | 0.7 | -3 | 0 | 15 | -10
O=C(Nc1ccc(F)cc1)Nn1cnnc1 | 3 | 6 | -0.1 | 5 | -1 | 2.0 | -9 | 3 | -2 | 6
COC(=O)C[C@H](NC(=O)Cn1cnc2c(OCc3ccccc3)ncnc21)C(=O)OC | -3 | 9 | -0.1 | 1 | -1 | -2.2 | -5 | 2 | 15 | 2
CCCCN(C(=O)COC(=O)c1nc2nc(C)cc(C)n2n1)C1CCS(=O)(=O)C1 (stereo not given) | 5 | 2 | 0.2 | -3 | -4 | 0.7 | -2 | 0 | -9 | 3
COc1cccc(CN2CCN(C(=O)c3cccc4ccccc34)CC2)c1 | -5 | · | -0.2 | 5 | -3 | 1.6 | 0 | 4 | -4 | 1
CC(C)(C)OC(=O)N/N=C/c1ccc(Br)cc1 | 0 | 70 | -4.0 | -4 | 17 | 0.4 | -2 | 1 | 4 | -4
CN(CC1COc2ccccc2O1)C(=S)Nc1ccccc1F (stereo not given) | -5 | 14 | -3.1 | 2 | 5 | 0.8 | -2 | 0 | 0 | -5
NC(=O)c1ccsc1NC(=O)CCS(=O)(=O)c1ccc(Cl)cc1 | -2 | -4 | -1.4 | 7 | -2 | -0.7 | -3 | -1 | -4 | -1
O=C1C=C(NCc2ccccc2)CCC1 | -1 | -8 | -1.1 | 9 | 0 | 0.7 | -1 | 1 | 1 | 3
O=[N+]([O-])c1ccccc1/C=C/C=N/n1c(-c2cc(-c3ccccc3)n[nH]2)n[nH]c1=S | -6 | · | 0.8 | -4 | 3 | 2.4 | -4 | -3 | -7 | 54*
Cc1cccc(-n2cccc2)c1C#N | 0 | -2 | · | 0 | -14 | -1.9 | · | -4 | 0 | -2
COc1cc2c(cc1OC)C1=CC(=O)C(=O)N1C(C)(C)C2 | 11 | 5 | 0.0 | 8 | 0 | 1.4 | -5 | -1 | 4 | -6
O=C(/C=C/c1ccccc1)OCc1cncs1 | -5 | 10 | -0.4 | 0 | -2 | -0.4 | · | 0 | -7 | -3
COCCCNC(=O)CSc1nc2ccccc2c(=O)n1CCc1ccc(S(N)(=O)=O)cc1 | 1 | 2 | -3.6 | -7 | -2 | -0.2 | -6 | 3 | -1 | -1
CCCn1nnc(NC(=O)c2ccccc2Cl)n1 | 2 | 33 | -1.2 | -3 | 7 | 0.4 | 1 | -1 | 16 | 5
Cc1ccc(S(=O)(=O)Nc2ccc(C(=O)N3CCOCC3)cc2)cc1 | 1 | 10 | -1.8 | 0 | 1 | -0.8 | -3 | 7 | -1 | 0
Cc1ccc(-n2cc(-c3ccccc3)c3c(N4CCN(C)CC4)ncnc32)cc1 | -2 | 15 | -1.9 | 5 | -1 | 0.3 | -9 | -1 | 13 | 2
CC1(C)C2CCC1(C)C(NC(=O)/C=C/c1ccccc1)C2 (stereo not given) | ? | 3 | -2.9 | -1 | 13 | 0.5 | -1 | 1 | 16 | -6
CC1(C)CC(=O)C(C=NCCO)=C(O)C1 | -3 | 4 | -0.9 | -4 | · | -1.6 | 8 | -4 | 1 | 4
Cn1c(SCC(=O)Nc2cc(S(=O)(=O)N3CCOCC3)ccc2N2CCOCC2)nnc1-c1ccncc1 | -6 | -11 | -1.3 | 3 | -1 | -0.8 | 19 | 1 | -6 | -8
Cc1ccc(-n2nc(C)c(/C=N/n3c(C)n[nH]c3=S)c2Cl)cc1 | 6 | 23 | -0.3 | 1 | 9 | -0.6 | -1 | -1 | -1 | 4
c1ccc(CSc2ccc(-c3cccs3)nn2)nc1 | 1 | 47 | -1.6 | 7 | 12 | 0.4 | 1 | 8 | 13 | -10
CCn1c(SCC(=O)N2CCC(C)CC2)nc2c(c1=O)SC(C)C2 (stereo not given) | -5 | -1 | -1.8 | -2 | -3 | 0.4 | 0 | -1 | 4 | 1
O=C(NCCCCCCNC(=O)OCCO)OCCO | 14 | 6 | -1.3 | 0 | -2 | 0.6 | -1 | -1 | -1 | 2
Cc1cc2ccccn2c1C(=O)c1cc([N+](=O)[O-])cc([N+](=O)[O-])c1 | -8 | -12 | 0.7 | -2 | 1 | -0.7 | 2 | 1 | 11 | -2
C[C@H](CO)N1C[C@H](C)[C@@H](CN(C)C(=O)NC2CCCCC2)Oc2c(NC(=O)C3CCCCC3)cccc2C1=O | 1 | -3 | -1.1 | -3 | -1 | -0.3 | -3 | -1 | 3 | -3
C[C@@H]1CN([C@@H](C)CO)C(=O)c2cc(NC(=O)C3CC3)ccc2O[C@H]1CN(C)C | -1 | -2 | -0.3 | 10 | -1 | 0.3 | -4 | -5 | 7 | -4
CC(NS(=O)(=O)c1ccccc1)C(c1cccs1)N1CCN(c2ccccc2)CC1 (stereo not given) | 13 | 10 | 0.3 | -7 | -5 | -0.2 | -1 | 0 | -9 | 3
COC(=O)c1cc(NC(C)=O)ccc1N1CCOCC1 | 2 | -1 | -0.6 | 5 | -4 | -0.5 | -1 | 3 | -26 | 4
CCN1CCN(C(=O)c2nn(-c3ccccc3)c(=O)c3ccccc23)CC1 | -2 | 7 | -2.5 | -1 | · | -0.9 | · | -1 | -7 | -9
O=[N+]([O-])c1ccc2cc[nH]c2c1 | -3 | 7 | 0.1 | 2 | -26 | -4.7 | -2 | -1 | -2 | 4
COCCN(C(=O)c1cc(S(=O)(=O)N2CCCCC2)ccc1Cl)c1c(N)n(CC(C)C)c(=O)[nH]c1=O | 19 | 1 | -1.4 | 10 | 0 | -12 | -4 | -4 | 0 | -9
CCOC(=O)CNc1nc(C(C)(C)C)nc2c1nnn2Cc1ccccc1Cl | 7 | -10 | -2.3 | 3 | · | 0.8 | -1 | 2 | 0 | 2
Cc1ccc(C2=NN(CCC(=O)NCc3ccc4c(c3)OCO4)C(=O)CC2)cc1 | -10 | -13 | -0.5 | -1 | -2 | 0.7 | 4 | 0 | 8 | 2
CCN1CCN(C(=O)c2ccc3c(c2)N(Cc2ccccc2)C(=O)c2ccccc2S3=O)CC1 (stereo not given) | -9 | · | -0.4 | 4 | 0 | -0.6 | · | -4 | -4 | -6
O=C(COC(=O)CCC1CCCC1)NCc1ccc(Cl)cc1 | 13 | 10 | -0.3 | 7 | -1 | -0.4 | -4 | -8 | -1 | -6
O=c1c(C(c2ccc(Cl)cc2)c2c(O)nc3n(c2=O)CCCS3)c(O)nc2n1CCCS2 | -11 | -2 | -1.1 | -3 | 2 | 1.9 | 4 | 0 | 3 | -4
COc1cc(OC)cc(-c2c(C#Cc3ccsc3)c3cc(-c4ccc(OC)c(OC)c4)ccc3n2C)c1 | 1 | -3 | -0.5 | 4 | -2 | -0.7 | -2 | 1 | 0 | 0
CSc1nsc(N/N=C/c2ccccc2)c1C#N | -6 | 37 | -1.3 | -1 | 4 | -0.8 | -2 | 0 | 2 | 0
Cc1c(NC(=O)COC(=O)c2ncc(Cl)c(Cl)c2Cl)c(=O)n(-c2ccccc2)n1C | 1 | 6 | -1.6 | 1 | -1 | -1.3 | -3 | -2 | -4 | 2

Compound activity deposited in PubChem by several laboratories.
